Bioassay records deposited in PubChem by several laboratories.
N-glyco inh: N-linked glycosylation inhibition; D54 ERlucT glycosylation luciferase reporter, 24 h; percent of 100 nM tunicamycin response; reporter increase, % at 12.5 µM; 360,000 compounds, 0.23% hits;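 active = mean luciferase reporter signal, scaled so untreated is 0 and the glycosylation-blocking control 100, at or above a set limit in every replicate; inconclusive = mean reaches the limit but not every replicate does; inactive = mean below the limit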;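 note: luciferase carries N-glycosylation sites so blocking glycosylation raises the light; 0% = median of neutral control wells and 100% = median of 100 nM tunicamycin wells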
Vif imaging: blocks HIV Vif function | inhibition, % at 7.49 µM | 340,000 compounds, 0.35% hits | HEK293T cells, Vif self-association by quenched fluorescence, imaging, 24 h | AID 602346; in the data active = inhibition above about 50%, passing the limit was not always enough; inconclusive = no clear call, values can overlap the other calls; inactive = below about 31%; note: some results filed as inactive read as strong as hits
MC4R antagonist: blocks human MC4R cAMP signaling. P32245. MC4R-expressing cells, MTII-stimulated cAMP, LANCE TR-FRET. inhibition, % at 6.5 µM. 360,000 compounds, 0.48% hits. AID 540295;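 active = inhibition above its plate's cutoff, the mean of tested wells on that plate plus 3 SD, cut at about 29% in these data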;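 note: 0% = Melanotan II alone and 100% = Melanotan II plus saturating MCL0020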
Target sequence (P32245 whole entry, looked up): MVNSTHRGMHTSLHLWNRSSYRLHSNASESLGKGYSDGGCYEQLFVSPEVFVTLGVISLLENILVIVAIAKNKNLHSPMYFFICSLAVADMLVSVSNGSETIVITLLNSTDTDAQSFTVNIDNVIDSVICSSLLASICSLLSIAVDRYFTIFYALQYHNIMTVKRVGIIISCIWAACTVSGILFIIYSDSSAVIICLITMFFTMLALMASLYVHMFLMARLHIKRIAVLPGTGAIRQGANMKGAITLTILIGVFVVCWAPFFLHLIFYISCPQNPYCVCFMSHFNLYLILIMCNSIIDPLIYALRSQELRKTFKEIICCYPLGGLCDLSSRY
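Assay system: U2OS cells stably expressing human melanocortin 4 receptor (MC4R) / Dosing: 6.5 µM / Timing: compound 30 min, challenge 1 h, detection 1 h / Measured by: Eu-cAMP/anti-cAMP TR-FRET, emission 671 nm / Replicates: singlicate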
CaV13 FRET inh: Disruptors of the CACNA1D IQ motif to Ca2+-dependent inactivation inhibitor domain association, primary screening, Förster resonance energy transfer in intact living … | HEK cells, CFP/YFP FRET ICDI-IQ, plate reader, 10 min; percent FRET-ratio fall versus neutral wells | inhibition, % at 12.3 µM | 340,000 compounds, 0.098% hits | AID 743397;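 active = mean replicate inhibition of at least 30% and at least 1% of replicates passing that level; inconclusive = only one of the two criteria is met; inactive = neither criterion is met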;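 note: 0% = median of the neutral control wells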
HTR2A ag: agonists of mouse serotonin 5-HT2A receptor (HTR2A). CHO-K1 mHTR2A beta-arrestin complementation, luminescence; percent of 30 µM serotonin response. P35363. activation, % at 7.6 µM. 360,000 compounds, 0.66% hits;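 active = activation above a run cutoff, the mean activation of all tested compounds plus 3 SD, cut at about 14% in these data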;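 note: 0% = plate median of compound wells and 100% = 30 µM serotonin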
PDI inh: blocks human protein disulfide isomerase activity; P07237; PDI insulin aggregation turbidity, A650, 90 min; inhibition, % at 10 µM; 350,000 compounds, 0.052% hits; AID 588391;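 active = mean inhibition across replicates of 30% or more, whatever share of single replicates reach that level; inconclusive = mean inhibition below 30% while every single replicate reaches 30%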;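 note: absorbance from insulin aggregation driven by PDI reduction with DTT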
Target sequence (P07237 whole entry, looked up): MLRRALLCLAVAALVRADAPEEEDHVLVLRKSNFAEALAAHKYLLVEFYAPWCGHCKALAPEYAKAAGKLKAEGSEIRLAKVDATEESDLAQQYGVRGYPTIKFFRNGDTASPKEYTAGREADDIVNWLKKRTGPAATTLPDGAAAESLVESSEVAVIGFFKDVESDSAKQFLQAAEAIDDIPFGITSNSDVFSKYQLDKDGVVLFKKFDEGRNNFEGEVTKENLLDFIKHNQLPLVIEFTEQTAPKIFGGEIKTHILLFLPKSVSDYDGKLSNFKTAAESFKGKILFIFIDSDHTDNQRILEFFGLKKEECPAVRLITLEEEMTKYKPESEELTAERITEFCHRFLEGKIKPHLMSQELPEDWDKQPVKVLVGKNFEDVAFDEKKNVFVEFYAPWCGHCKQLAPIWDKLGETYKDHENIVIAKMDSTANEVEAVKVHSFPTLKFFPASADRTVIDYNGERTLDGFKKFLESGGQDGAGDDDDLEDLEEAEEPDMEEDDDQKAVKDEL
MC4R barr agon: agonists of human melanocortin 4 receptor (MC4R) beta-arrestin | 360,000 compounds, 0.98% hits | activation, % at 8.9 µM | U2OS MC4R beta-arrestin complementation, luminescence; percent of melanotan II response, DMSO zero | P32245;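 active = activation above a per-plate cutoff, the mean activation of sample wells on that plate plus 3 SD, cut at about 8% in these data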
aDG glyco act: increases alpha dystroglycan glycosylation. activation, % at 10 µM. AID 624168. Pro5-aDG cells, alpha-DG glycosylation AlphaScreen (IIH6); 0% Pro5, 100% B10-LARGE cell signal. 360,000 compounds, 0.22% hits;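 active = activation of at least 8% versus controls, or a plate z-score of at least 8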;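 note: Pro5 are CHO cells carrying HIG-tagged alpha-DG that lacks glycosylation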
ABCB6 inh 2: blocks the human ABCB6 transporter | Q9NP58 | K562-ABCB6 porphyrin accumulation, flow cytometry, 1 h; active compounds read low | fluorescence ratio to DMSO, % at 10 µM | 360,000 compounds, 0.19% hits;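 active = fluorescence ratio to DMSO below 75%, the collection mean minus 3 SD; inconclusive = too few cells collected in the well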;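 note: signal is porphyrin accumulated inside mitochondria; 100% equals median channel fluorescence of DMSO control wells; lower ratio means ABCB6 inhibition with less porphyrin fluorescence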
Cardio protect: modulators protecting cardiomyocytes from myocardial damage; protection from H2O2 cell death, % at 20 µM; 360,000 compounds, 0.63% hits; AID 588492; H9c2 cardiomyocytes, H2O2 injury protection, ATPLite, 2 h;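 active = compounds giving at least 50% protection of heart cells from peroxide-induced death in the single-dose screen, raw or plate-pattern-corrected value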;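 note: 0% = DMSO wells with peroxide and 100% = DMSO wells without peroxide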
The depositor's hits bear a star; i = inactive; ? = inconclusive; . = not tested or not shown.

SMILES	N-glyco inh	Vif imaging	MC4R antagonist	CaV13 FRET inh	HTR2A ag	PDI inh	MC4R barr agon	aDG glyco act	ABCB6 inh 2	Cardio protect
C[C@@H]1CN([C@H](C)CO)C(=O)CCCn2nncc2CO[C@@H]1CN(C)S(=O)(=O)c1ccc2c(c1)OCCCO2	-1	-3	2	-6	0	6	-2.5	-0.2	103	5
O=C(COC(=O)c1cccc(Br)c1)Nc1cccc(S(=O)(=O)N2CCCCC2)c1	2	.	6	-5	0	0	6.4	-0.2	93	-14
CC(=O)N(C)c1ccc(NC(=O)Nc2ccc(Cl)cc2)cc1	0	49	9	-19	4	2	-1.1	0.0	94	-3
CCCOc1ccc(CCC(=O)O)cc1	2	4	11	-5	0	1	-2.4	-0.5	96	-6
COc1cccc(C(=O)NCc2cn3ccsc3n2)c1	1	.	6	-3	5	.	-0.8	-0.2	99	1
O=C(N/N=C/c1ccc(OCc2ccccc2)cc1)c1ccc(O)cc1	1	1	5	-7	0	-4	1.9	-0.1	93	10
OCC[C@@H]1C[C@H](O)[C@@H](O)[C@]2(Cc3ccccc3CCO2)O1	2	7	-3	-5	1	-2	0.7	-0.1	106	-3
CSc1nc(C)nc(C2CC2)c1C#N	0	7	-1	-2	-2	1	-2.0	0.0	100	6
N#Cc1cccc(NC(=O)Cn2cnc(S(=O)(=O)N3CCc4ccccc43)c2)c1	-2	?	8	.	-8	-2	0.8	-0.2	100	-3
COC(=O)c1sc(C(C)(C)C)cc1CSc1ccccc1	-2	5	16	-5	2	0	2.0	-0.1	100	-3
COc1ccc(S(=O)(=O)N2CCCCCC2)cc1NS(=O)(=O)c1cc(C(=O)O)cc(C)c1C	1	-3	-1	-6	4	21	-1.7	0.3	87	4
COCCC(=O)N1CCC(Oc2ccc(C(=O)N3CCCC(COC)C3)cc2)CC1 (stereo not drawn)	2	-5	-3	.	-6	-1	-1.6	-0.2	96	4
Cc1cccc(N2C(=O)CC(Sc3ncn[nH]3)C2=O)c1 (stereo not drawn)	5	34	19	-14	-2	4	-0.4	-0.6	97	-20
FC(F)(F)c1ccccc1Cc1c(-c2ccco2)nc2ccc(Br)cn12	-2	.	.	-5	-5	.	.	0.0	95	3
Cc1cccc(OCc2nc(C#N)c(NCCN(C)C)o2)c1	-4	-5	2	-7	-8	0	-0.6	-0.3	101	14
Cc1ccccc1OCc1nnc(SCC(=O)N2c3ccccc3Sc3ccc(Cl)cc32)o1	-7	-1	2	-6	2	-3	-1.4	0.3	100	-6
O=S(=O)(Nc1ccc(NS(=O)(=O)c2ccccc2)c2ccccc12)c1ccccc1	-2	1	11	-3	-7	-2	-1.7	-0.2	94	-1
CCCCC(=O)Nc1cccn2ncnc12	-5	-3	8	-19	2	-10	-2.0	-0.3	100	-10
O=C(Nc1ncc2c(n1)-c1ccccc1CC2)c1ccccc1	3	-2	0	-8	3	8	-0.9	-0.1	95	-2
COc1ccc(-c2csc(NC(=O)c3ccccc3C(=O)O)n2)cc1	0	0	3	6	-2	-1	-1.6	-0.2	95	2

An excerpt of these results, in CSV form.
Molecule,N-glyco inh,Vif imaging,MC4R antagonist,CaV13 FRET inh,HTR2A ag,PDI inh,MC4R barr agon,aDG glyco act,ABCB6 inh 2,Cardio protect
O=C(Nc1ncc2c(n1)-c1ccccc1CC2)c1ccccc1,3,-2,0,-8,3,8,-0.9,-0.1,95,-2
C[C@@H]1CN([C@H](C)CO)C(=O)CCCn2nncc2CO[C@@H]1CN(C)S(=O)(=O)c1ccc2c(c1)OCCCO2,-1,-3,2,-6,0,6,-2.5,-0.2,103,5

Later entries:
SMILES	N-glyco inh	Vif imaging	MC4R antagonist	CaV13 FRET inh	HTR2A ag	PDI inh	MC4R barr agon	aDG glyco act	ABCB6 inh 2	Cardio protect
Cc1ccc(S(=O)(=O)/N=C2\C=C(NS(=O)(=O)c3ccc(C)cc3)C(=O)c3ccccc32)cc1	5	.	-2	-10	6	1	-1.4	0.3	96	-18
CN(C)CCC(O)(c1ccccc1)c1ccccc1	1	-3	3	.	-5	9	-0.9	0.0	98	-3
CC(=O)Nc1nc(SCC(=O)Nc2nnc(C)s2)[nH]c(=O)c1NC(=O)c1cccs1	-2	-15	-5	8	3	-3	3.1	-0.4	109	9
C=CC[N+](C)(C)c1ccc(CCC(=O)CCc2ccc([N+](C)(C)CC=C)cc2)cc1	4	-2	-3	-6	-7	0	0.0	0.1	108	-14
CC1(C)CC(=O)C(CC2C(=O)CC(C)(C)CC2=O)C(=O)C1	1	3	-9	-30	6	16	-0.1	0.0	103	8
NC(=O)C1CCN(c2oc(/C=C/c3ccccc3)nc2S(=O)(=O)c2ccccc2)CC1	0	-2	-6	-2	2	-1	-1.4	0.3	96	0
COC(=O)c1ccccc1NC(=O)COc1ccc(S(=O)(=O)NC(C)C)cc1	-3	1	12	-7	-7	0	-4.7	0.6	104	8
CC(C)(C)OC(=O)N1CCCC(C(=O)Nc2cccc(C(=O)N3CCCC3)c2)C1 (stereo not drawn)	3	-4	2	-10	-2	-2	-1.7	0.0	98	2
CC(=O)N1CCN(c2ccc(Oc3ncnc4sccc34)cc2)CC1	-7	-6	6	.	4	-2	-0.4	-0.2	95	4
Cc1ccc(C(=O)N2CCN(S(=O)(=O)c3ccccc3)CC2)s1	0	-4	1	-6	-4	-7	0.1	-0.1	96	-1
Cc1ccc(C)c(N)c1	1	8	12	.	-3	.	-1.1	0.0	101	10
Cc1ccc(S(=O)(=O)CCC(=O)OCC(=O)c2c(C)[nH]c3ccccc23)cc1	-1	-6	8	-4	3	-2	0.9	.	99	.
O=C1C(=Cc2cn(-c3ccccc3)nc2-c2ccc(OCc3ccc(Cl)cc3)cc2)SC(=S)N1CCS(=O)(=O)O	-1	3	2	-8	6	4	-0.6	-0.4	98	0
COC(=O)c1ccc(COc2ccc(C(=O)c3ccccc3)cc2)o1	-2	22	9	-3	-5	13	-3.0	0.0	97	1
O=C(c1ccc2c(c1)OCO2)C1CCCN(Cc2ccc(OC(F)F)cc2)C1 (stereo not drawn)	-1	-10	0	-7	-14	-2	2.1	0.0	96	-8
CCOc1ccccc1NC(=O)NC1CCN(CC(=O)Nc2ccc3c(c2)OCCO3)CC1	-1	-20	8	-5	5	-5	-0.9	0.3	102	-6
O=C(NCc1ccc2c(c1)OCO2)c1cc(F)c(F)cc1Cl	-2	-4	0	-5	-6	1	-0.4	0.1	94	1
COc1ccc(S(=O)(=O)NCCc2cn3nc(C)c(C)nc3n2)cc1C	0	5	14	-15	3	-4	-1.0	-0.3	97	0
COc1cc(C(C#N)N2CCOCC2)ccc1O (stereo not drawn)	2	-20	3	-3	2	4	1.3	0.2	99	2
NS(=O)(=O)c1ccc(CCNC(=O)COC(=O)C2CCC2)cc1	4	-3	11	-3	-1	12	-1.2	-0.1	97	8

Part of the list above in order of molecular weight, largest number first:
SMILES	N-glyco inh	Vif imaging	MC4R antagonist	CaV13 FRET inh	HTR2A ag	PDI inh	MC4R barr agon	aDG glyco act	ABCB6 inh 2	Cardio protect
O=C1C(=Cc2cn(-c3ccccc3)nc2-c2ccc(OCc3ccc(Cl)cc3)cc2)SC(=S)N1CCS(=O)(=O)O	-1	3	2	-8	6	4	-0.6	-0.4	98	0
Cc1ccc(S(=O)(=O)CCC(=O)OCC(=O)c2c(C)[nH]c3ccccc23)cc1	-1	-6	8	-4	3	-2	0.9	.	99	.
COC(=O)c1ccc(COc2ccc(C(=O)c3ccccc3)cc2)o1	-2	22	9	-3	-5	13	-3.0	0.0	97	1
O=C(NCc1ccc2c(c1)OCO2)c1cc(F)c(F)cc1Cl	-2	-4	0	-5	-6	1	-0.4	0.1	94	1
CN(C)CCC(O)(c1ccccc1)c1ccccc1	1	-3	3	.	-5	9	-0.9	0.0	98	-3
Cc1ccc(C)c(N)c1	1	8	12	.	-3	.	-1.1	0.0	101	10

More compounds follow.
SMILES	N-glyco inh	Vif imaging	MC4R antagonist	CaV13 FRET inh	HTR2A ag	PDI inh	MC4R barr agon	aDG glyco act	ABCB6 inh 2	Cardio protect
CCCCOc1ccc(/C=C(\C(=O)O)c2ccc(S(=O)(=O)N3CCCC3)s2)cc1	-2	30	16	-6	1	-2	0.8	2.7	96	-3
Cc1ccccc1NCC(=O)N/N=C/c1c[nH]c2ccccc12	9	1	-6	-2	4	?	-1.1	-0.3	93	9
CN(CC(=O)Nc1c(Cl)cccc1Cl)C(=O)CC1OC(=O)c2ccccc21 (stereo not drawn)	2	0	5	-6	-10	-4	-1.8	0.0	100	3
COc1cccc(-n2cc(CNCc3c(C(=O)N(C)C)nc4ccc(Cl)cn34)cn2)c1	1	-9	-2	-4	-5	-8	1.7	0.0	100	5
CCOC(=O)c1csc(NC(=O)CSc2nnnn2-c2ccc(OC)c(OC)c2)n1	0	-15	0	-5	0	-18	-1.8	0.0	95	2
CCOc1ccc(NC(=O)COC(=O)CC2CCCCC2)cc1	0	-13	1	-5	-1	8	-0.8	0.2	93	-4
Cc1ccccc1CC1(CO)CCCN(C(=O)c2cc(Cl)ccc2F)C1 (stereo not drawn)	-1	-3	21	-2	2	4	-0.5	0.6	101	-5
CC1(C)CC(=O)C2=C(C1)OC(N)=C(C#N)[C@@H]2c1ccccc1[N+](=O)[O-]	1	3	15	179*	-6	0	0.4	0.1	101	0
COc1ccc(C(=O)NCc2nnc(SCC(=O)NO)n2Cc2ccccc2)cc1	41*	8	7	-14	0	0	0.5	-0.1	100	0
CC(=O)Nc1sc(/C(C#N)=C\c2cccc(Cl)c2)nc1-c1ccc(C)cc1	2	0	9	-45	-8	0	-2.1	1.4	i	-2
CCCCn1c(N)c(N(CC(C)C)C(=O)C2CCN(c3ncnc4sc(C)c(C)c34)CC2)c(=O)[nH]c1=O	-7	0	10	-5	6	-5	-3.4	-0.1	99	2
S=C(Nc1ccc2c(c1)OCO2)Nc1ccccc1Cl	-2	6	13	-17	-1	2	-0.1	0.1	99	1
CC1(C)CC(=O)C2=C(C1)OC(N)=C(C#N)C2c1cccc(OC(=O)c2ccco2)c1 (stereo not drawn)	4	.	-5	-8	0	4	-2.8	-0.1	96	4
CC(=O)c1cc(C#N)c(Oc2ccc(F)cc2)nc1C	0	21	-6	-7	-2	9	0.7	0.1	90	5
Fc1ccc(-c2cc(C(F)(F)F)nc(-n3cncn3)n2)cc1	0	7	-5	-4	4	-3	-1.5	0.0	112	-1

Individual results from the entries so far.
For aDG glyco act, CCOc1ccc(NC(=O)COC(=O)CC2CCCCC2)cc1 has the entry 0.2
For MC4R antagonist, O=C(COC(=O)c1cccc(Br)c1)Nc1cccc(S(=O)(=O)N2CCCCC2)c1 has the entry 6
